Source: PubChem BioAssay (several laboratories)
PP1 counter: counter-screen for PP5 inhibitors: inhibitors of human PP1-alpha | P62136 | purified PP1alpha, OMFP fluorescence | inhibition, % at 6.7 µM | 320,000 compounds, 0.9% hits | AID 2235;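 active = inhibition above the mean inhibition of all tested compounds plus 3 SD, computed separately for each screening campaign, cut at about 15% in these data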
Target sequence (P62136 whole entry, looked up): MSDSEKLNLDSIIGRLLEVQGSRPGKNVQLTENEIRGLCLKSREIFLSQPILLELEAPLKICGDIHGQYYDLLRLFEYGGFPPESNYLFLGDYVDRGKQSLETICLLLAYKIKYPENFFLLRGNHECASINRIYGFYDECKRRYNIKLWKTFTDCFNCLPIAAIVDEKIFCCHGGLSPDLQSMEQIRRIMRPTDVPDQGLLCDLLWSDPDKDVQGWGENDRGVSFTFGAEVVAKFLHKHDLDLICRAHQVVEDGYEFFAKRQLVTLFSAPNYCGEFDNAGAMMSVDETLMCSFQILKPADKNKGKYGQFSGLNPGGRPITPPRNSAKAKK
Fh CTSL1 inh: cathepsin L1 inhibition, PFM18AAP counter-screen | 300,000 compounds, 0.49% hits | recombinant F. hepatica cathepsin L1, Z-Leu-Arg-MCA fluorescence | inhibition, % at 5.96 µM;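 active = inhibition above the mean of all tested compounds plus 3 SD, set per screening campaign, cut at about 17% in these data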;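 note: 0% = plate median of test compound wells and 100% = 1 µM Z-Phe-Ala-diazomethylketone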
TPT1 inh: C. albicans TPT1 enzyme inhibition; AID 1962; inhibition, % at 5 µM; recombinant caTPT1, FP RNA substrate dephosphorylation; 300,000 compounds, 0.81% hits;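 active = inhibition above the mean of all tested compounds plus 3 SD, set per screening campaign, cut at about 24% in these data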;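 note: plate controls were DMSO alone for no effect and ferristatin control at 100 nM for full effect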
ZTA counter: counter-screen for EBNA-1 inhibitors: inhibitors of Epstein-Barr virus ZTA. P03206. ZTA-DNA binding, fluorescence polarization. inhibition, % at 11 µM. 320,000 compounds, 0.15% hits. AID 2234; in the data active = inhibition above about 33%
GASC-1 inh: human JMJD2C demethylase inhibition; Q9H3R0; GST-JMJD2C(1-420) H3K9me3 demethylation, DELFIA europium; inhibition, % at 2.35 µM; 330,000 compounds, 0.069% hits; AID 2099;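 active = more than half of a compound's replicate wells show inhibition beyond 50%, single wells judged on their own value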;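 note: signal counts dimethyl H3K9 product captured on neutravidin plate; 0% = median of DMSO wells and 100% = 0.3 times that DMSO median; strong numbers were not always called active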
Target sequence (Q9H3R0 1-420 limits assumed): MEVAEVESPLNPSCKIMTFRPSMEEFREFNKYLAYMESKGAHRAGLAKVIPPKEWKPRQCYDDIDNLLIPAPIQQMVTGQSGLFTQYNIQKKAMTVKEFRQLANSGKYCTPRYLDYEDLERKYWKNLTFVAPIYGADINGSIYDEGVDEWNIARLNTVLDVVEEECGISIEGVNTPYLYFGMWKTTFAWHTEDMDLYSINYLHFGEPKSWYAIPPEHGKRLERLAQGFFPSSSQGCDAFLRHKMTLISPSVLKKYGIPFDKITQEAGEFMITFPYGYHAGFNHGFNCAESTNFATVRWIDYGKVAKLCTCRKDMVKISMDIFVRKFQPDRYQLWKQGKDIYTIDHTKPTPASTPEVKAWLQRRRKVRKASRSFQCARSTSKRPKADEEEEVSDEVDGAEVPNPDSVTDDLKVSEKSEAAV
PP5 inh: blocks human protein phosphatase 5 activity; AID 1987; inhibition, % at 6.7 µM; purified PP5c, OMFP substrate fluorescence; 320,000 compounds, 0.18% hits;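 active = inhibition above the campaign's mean inhibition across all tested compounds plus 3 SD, cut at about 9.5% in these data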;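 note: 0% = DMSO only and 100% = 100 µM cantharidin control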
core dimer inh: blocks dimerization of HCV core protein; TR-FRET GST/Flag-core106 dimerization, 1536-well; inhibition, % at 5 µM; 300,000 compounds, 0.33% hits; AID 1899;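 active = inhibition above the mean of all tested compounds plus 3 SD, set per screening campaign, cut at about 45% in these data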
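Assay system: tagged HCV core106 pair (GST and Flag); medium: KF-containing HEPES buffer, pH 7.45, DTT, CHAPS, BSA; also added: Eu donor and XL665 acceptor anti-tag antibodies; dosing: 5 µM single dose; timing: compound-protein-antibody incubation 4 h at 22.5 °C; signal: TR-FRET 671 and 617 nm emission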
EBNA-1 inh: blocks EBNA-1 binding to DNA; EBNA-1 DNA binding, fluorescence polarization; inhibition, % at 14.8 µM; 300,000 compounds, 0.34% hits; AID 1950; in the data active = inhibition above about 28%
Yeast superoxide: lowers age-related superoxide in aged yeast cells. S. cerevisiae aged cells, superoxide DHE fluorescence; hits give low values. superoxide response (% of plate mean), % at 10 µM. 330,000 compounds, 0.18% hits;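 active = superoxide response under a set limit, about three screen SD below normal, cut at about 65% in these data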;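 note: yeast aged for seven days with compound at 30 °C before DHE staining; 100% = average MFI of all compound-treated wells on the plate with controls excluded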
An asterisk follows results filed as active; · = no result given. Outcome played no part in choosing rows (roughly 3.1% active in at least one column).

item	compound	PP1 counter	Fh CTSL1 inh	TPT1 inh	ZTA counter	GASC-1 inh	PP5 inh	core dimer inh	EBNA-1 inh	Yeast superoxide
1	Cc1ccc2c(C(=O)CN3CCN(c4ccccc4)CC3)c(C)[nH]c2c1	-1	4	1	12	-3	3.2	2	3	90
2	Cc1nc(-c2ccc(-c3ccon3)s2)no1	-1	-2	-2	-8	20	-0.8	-7	6	107
3	O=C(NCc1ccccn1)c1cc(-c2ccccc2)on1	-1	1	0	-3	2	0.4	-8	6	86
4	COc1cccc(Cn2nnc3c(=O)[nH]c(C4CCCN(C(=O)c5ccccc5Cl)C4)nc32)c1 (stereo not drawn)	0	0	-2	-9	10	1.4	8	-10	98
5	Cc1ccccc1NC(=S)N(Cc1cccs1)C1CCCC1	0	-2	-1	-2	15	1.1	3	-12	96
6	Cc1cccc(N2CCN(C(=O)C3(S(=O)(=O)c4ccc(Cl)cc4)CC3)CC2)c1C	2	6	0	-25	6	0.3	6	-14	107
7	COc1ccc(CNC(=O)CN(Cc2ccccc2OC)C(=O)c2csnn2)cc1	0	-3	-3	14	2	1.5	-4	11	93
8	Cc1ccc(C(=O)NNC(=O)C(C)Sc2nc(N)cc(N)n2)cc1 (stereo not drawn)	-3	-2	-1	-11	-13	-1.8	-2	-2	92
9	O=C(c1ccc(S(=O)(=O)NCc2ccco2)cc1)N1CCCC1	-3	-2	-7	14	-45	0.6	6	16	90
10	Cc1ccc(-c2csc3ncnc(Nc4ccc(N5CCOCC5)cc4)c23)cc1	4	2	-1	-11	-3	4.4	4	12	89
11	NC(=O)CNC1CC(=O)N(CCc2ccccc2)C1=O (stereo not drawn)	-3	0	-3	-4	31	-1.9	-3	2	92
12	CCC(Sc1nc2ncnc(N)c2[nH]1)C(=O)O (stereo not drawn)	2	4	4	13	6	0.8	-8	-3	104
13	O=C(NC(=S)NCc1ccccc1)c1ccccc1Br	2	-4	2	-9	15	0.0	4	6	90
14	c1cnc(-c2noc(CN3CCN(C4CCCC4)CC3)n2)cn1	-8	5	3	8	22	-2.5	0	-3	100
15	CC(C)Cc1nc(SCC(=O)Nc2nnc(CC(C)C)s2)n[nH]1	2	-4	-1	1	43	1.7	-5	0	84
16	O=C(Nc1ccc(F)cc1)Oc1ccc[nH]c1=O	0	-4	-2	12	-15	2.1	3	-6	125
17	CCC(C)N(C(=O)COC(=O)CNC(=O)c1sc2ccccc2c1Cl)C1CCS(=O)(=O)C1 (stereo not drawn)	-13	3	-3	-13	-10	-0.2	4	4	115
18	Cc1ccc(-n2nnnc2SCC(=O)Nc2cc(C)on2)c(C)c1	0	6	-1	-7	5	4.8	5	-6	95
19	COc1ccc(OC)c(NC(=O)CSc2nc(C)cs2)c1	-2	-3	-3	-6	4	-0.7	1	-3	109
20	Cc1ccc(S(=O)(=O)Nc2ccc(C(=O)NCc3ccccn3)cc2)cc1	-3	-1	-5	10	-16	1.0	-14	2	150
21	O=C(c1cnc2nc3ccccc3n2c1)c1cc(F)ccc1O	3	0	4	-4	10	2.2	20	-3	94
22	COCCn1nnnc1CN(Cc1cc2cc(OC)c(OC)cc2[nH]c1=O)C1CCCC1	0	2	-21	-5	-2	-1.0	2	9	108
23	CCOc1ccccc1NC(=O)c1cccc(N2C(=O)CCC2=O)c1	1	-2	0	4	-1	2.5	2	-5	110
24	Cc1cccc(-c2onc3ccc(C(=O)/C=C/N(C)C)cc23)c1	5	3	1	-5	4	-0.7	0	-9	95
25	COc1ccccc1C(=O)NC(=O)COC(=O)C1CCC1	-4	-8	0	-1	20	-1.2	-1	-1	93
26	COc1ccc(-c2cc(C#N)nc(N3CCN(c4ccccc4)CC3)n2)cc1	7	-1	-3	-7	-1	2.0	1	-3	100
27	CCCCCn1c(NC(=O)c2ccco2)c(S(=O)(=O)c2ccc(C)cc2)c2nc3ccccc3nc21	9	9	5	13	-3	1.4	23	3	102
28	CCc1ccccc1NC(=O)COc1ccc2oc(-c3ccc(OC)cc3)cc(=O)c2c1	2	2	2	6	-2	1.2	28	11	98
29	COc1cc(CNc2nc(C)c([N+](=O)[O-])c(C)c2C#N)cc(OC)c1OC	0	0	-2	-8	6	2.0	-7	1	100
30	CCOC(=O)C[C@H]1c2ccc(C(F)(F)F)cc2S(=O)(=O)N1C(C)C	2	3	-4	-13	-19	-2.1	13	2	104
31	O=C(CCS(=O)(=O)c1ccc(Br)cc1)Nc1ccc2c(c1)OCO2	-2	11	-2	-2	-5	1.9	6	-4	80
32	O=C(Nc1cccc(Cl)c1N1CCCC1)c1cc2ccccc2o1	0	2	-7	-6	-1	3.2	3	-5	105
33	CC(=O)Nc1cccc(N(C)S(C)(=O)=O)c1	-1	0	1	-5	3	2.2	-3	-10	92
34	COc1cc(CCC(=O)OCC(=O)NCc2ccc(Cl)cc2)cc(OC)c1OC	-3	-20	-6	-4	-11	0.8	-1	-6	94
35	CCOC(=O)C1=NNC2(c3ccc(Cl)cc3)C(=O)N(c3ccc(C)cc3)C(=O)C12 (stereo not drawn)	-1	-1	3	-8	3	3.4	1	8	112
36	Cc1cccc(N(C(=O)c2csnn2)C(C(=O)NC2CCCC2)c2ccncc2)c1 (stereo not drawn)	0	-1	1	-14	1	3.5	-8	-7	128
37	COC(=O)CN(c1ccc2c(c1)OCO2)S(C)(=O)=O	-1	4	2	6	2	0.8	3	4	106
38	COc1ccc2c(C)cc(SCC#N)nc2c1	-2	-1	41*	5	2	-0.9	4	2	96
39	O=C(Nc1ccccc1F)Nc1cccnc1Cl	-5	3	5	5	-6	1.6	-3	-12	103
40	Cc1ccc(S(=O)(=O)NC(CC(C)C)C(=O)N2CC(C)OC(C)C2)cc1 (stereo not drawn)	-2	0	-3	11	0	2.3	2	7	105
41	Cc1ccc(S(=O)(=O)N(Cc2ccccc2)c2ccccn2)cc1[N+](=O)[O-]	5	2	1	0	-16	5.5	-2	4	89
42	O=C(Nc1cccc2ccccc12)c1ccc(OC(=S)N2CCOCC2)cc1	-1	-5	1	-9	2	3.9	9	7	102
43	O=C(NCCCN1CCCC1)C1CCC(=O)N1C1CCCCC1 (stereo not drawn)	0	0	-1	-4	-6	2.7	-3	-13	105
44	COc1ccccc1NC(=O)CN1C(=O)COc2ccc(C)cc21	-1	12	-3	-2	12	-0.1	-7	-2	95
45	Cc1c(CCO)c(=O)oc2n[nH]c(-c3ccccc3)c12	0	1	4	9	-13	-0.1	-2	2	89
46	COc1ccc(C2NS(=O)(=O)N=C2N)cc1 (stereo not drawn)	-3	1	1	-9	-7	-1.4	0	4	84
47	O=C(CSc1nc2[nH]ncc2c(=O)[nH]1)Nc1ccc(Cl)c(Cl)c1	2	0	0	1	-1	-0.3	-3	-8	95
48	Cc1cccc(NC(=O)c2ccc(S(=O)(=O)N(C)CC3CCCO3)cc2)c1C (stereo not drawn)	1	1	-3	12	9	2.0	8	10	93

Some of the entries above, set out differently.
47	O=C(CSc1nc2[nH]ncc2c(=O)[nH]1)Nc1ccc(Cl)c(Cl)c1
  PP1 counter: 2	Fh CTSL1 inh: 0	TPT1 inh: 0	ZTA counter: 1	GASC-1 inh: -1	PP5 inh: -0.3	core dimer inh: -3	EBNA-1 inh: -8	Yeast superoxide: 95

48	Cc1cccc(NC(=O)c2ccc(S(=O)(=O)N(C)CC3CCCO3)cc2)c1C (stereo not drawn)
  PP1 counter: 1	Fh CTSL1 inh: 1	TPT1 inh: -3	ZTA counter: 12	GASC-1 inh: 9	PP5 inh: 2.0	core dimer inh: 8	EBNA-1 inh: 10	Yeast superoxide: 93

Additional records follow.
item	compound	PP1 counter	Fh CTSL1 inh	TPT1 inh	ZTA counter	GASC-1 inh	PP5 inh	core dimer inh	EBNA-1 inh	Yeast superoxide
49	O=[N+]([O-])c1ccc(CN2CCN(c3nc4ccccc4s3)CC2)cc1	-5	2	-3	13	-3	-1.8	9	0	97
50	COc1cccc(COCC(O)CN2CCC(C(N)=O)CC2)c1 (stereo not drawn)	3	-4	-4	12	15	-2.4	9	18	98
51	Cc1c(NC(=O)c2c(NC(=O)CNC3CC3)sc3c2CCCC3)c(=O)n(-c2ccccc2)n1C	5	-2	8	0	-5	2.9	4	-11	104
52	CC(=O)C(=Nc1ccccc1Cl)NNc1ccc(Cl)cc1	2	0	0	-7	-5	4.6	2	-12	96
53	Cc1ccccc1NC(=O)CNc1ccc(Cl)c(C(F)(F)F)c1	1	0	-3	-7	2	5.5	-6	6	116
54	Cc1cccc(N2C(=O)CC(Cn3nc(C)cc3C)C2=O)c1 (stereo not drawn)	-4	-5	-3	-5	·	2.3	-2	-11	96
55	O=C(O)CCCn1cc(NC(=O)COc2ccc(F)cc2F)cn1	1	2	-5	-17	6	1.4	-13	0	112
56	COc1ccc(S(=O)(=O)Nc2cc3c4c(oc3c3ccccc23)CCCC4=O)cc1	-1	5	1	-3	5	2.3	14	3	125

One compound at a time, as listed above. Order of values: PP1 counter | Fh CTSL1 inh | TPT1 inh | ZTA counter | GASC-1 inh | PP5 inh | core dimer inh | EBNA-1 inh | Yeast superoxide
Cc1ccc(S(=O)(=O)Nc2ccc(C(=O)NCc3ccccn3)cc2)cc1 is entered as -3 | -1 | -5 | 10 | -16 | 1.0 | -14 | 2 | 150
O=C(NC(=S)NCc1ccccc1)c1ccccc1Br is entered as 2 | -4 | 2 | -9 | 15 | 0.0 | 4 | 6 | 90

Going on with the list:
item	compound	PP1 counter	Fh CTSL1 inh	TPT1 inh	ZTA counter	GASC-1 inh	PP5 inh	core dimer inh	EBNA-1 inh	Yeast superoxide
57	Cc1ccc(C(=O)OCC(=O)NCC(F)(F)F)cc1C	1	-4	1	-3	2	0.9	1	-2	92
58	Cn1c(SCC(=O)c2ccc(O)c(O)c2)nnc1-c1cccs1	0	-3	0	-7	5	2.6	-2	-5	102
59	COc1ccc(C(=O)N/C(=C/c2cccc3ccccc23)C(=O)NCCc2c[nH]c3ccccc23)cc1OC	1	8	5	16	18	0.8	39	113*	105
60	Cc1cccc(C(=O)c2ccccc2C(=O)O)c1	-3	-1	-2	22	-7	-0.7	3	6	103
61	COc1cccc(NC(=O)c2ccccc2N2C(=O)C3C4C=CC(C4)C3C2=O)c1 (stereo not drawn)	-3	-3	2	3	-5	1.8	15	3	109
